Screening results from PubChem.
MEKK3 PB1 HTS: modulators (inhibitors or enhancers) of MEK5 binding to human MEKK3 PB1 domain; binding response (% of control), % at 10 µM; actives 1.4% (n = 290,000); Q99759; bead-based flow cytometry, Alexa488-MEK5 binding to MEKK3; actives lie on both sides; 0 = blocked by unlabeled MEK5, 100 = vehicle;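 active means binding response more than 3 SD above or below the average of its plate-row segment, actives on both sides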;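 further: Alexa488 bead fluorescence after subtracting the streptavidin-only scavenger bead signal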
CRFR2-BP antag: antagonists of CRF-binding protein/CRF-R2 receptor complex; HEK293 CRF-R2/CRF-BP, CRF-induced calcium fluorescence; inhibition, % at 11.8 µM; actives 0.59% (n = 350,000);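 active means inhibition of the ligand-induced calcium signal above about 50% at the single tested concentration, limit read from the data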
PHOSPHO1 inh: blocks human PHOSPHO1 phosphatase activity; AID 1565; Q8TCT1; actives 1.1% (n = 290,000); inhibition, % at 13.3 µM; recombinant PHOSPHO1, absorbance phosphatase assay; in the data active means inhibition above about 60%
CRFR2-BP ag: CRF-BP/CRF-R2 complex agonism; HEK293 CRF-R2/CRF-BP, calcium dye fluorescence (FLIPR); percent of saturating CRF peptide response; activation, % at 13.2 µM; actives 0.46% (n = 350,000); AID 588473;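 active means activation of at least 50%, plus an integration ratio under a set limit after plate pattern correction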;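 further: plate controls were neutral control wells without compound for no effect and CRF at EC100 for full effect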
M4 PAM: potentiates acetylcholine response at human M4 receptor | CHO-K1 hM4/Gqi5, Fluo-8 calcium fluorescence, ACh EC20; 0% = ACh EC20, 100% = maximal ACh | actives 0.4% (n = 360,000) | activation, % at 3 µM | P08173;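 active means activation above its plate's cutoff, the mean activation of sample wells plus 3 SD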; further: some results filed as inactive read as strong as hits
IDE act: activators of human insulin-degrading enzyme in cells; P14735; HEK cells, FAbeta-B cleavage, fluorescence polarization; 0% vehicle, 100% cell-free pure enzyme wells; activation, % at 5.96 µM; actives 0.073% (n = 340,000); AID 493087;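 active means activation above the mean of all tested compounds plus 3 SD, set per screening campaign, cut at about 17% in these data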
p-CIP stab down: p/CIP protein destabilization | Q05BA5 | F442A p/CIP-EGFP cells, EGFP fluorescence, 16 h | decrease of EGFP signal, % at 10 µM | actives 0.01% (n = 290,000);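 active means EGFP signal decrease of at least 30% at 10 µM or well 3 SD below plate mean, unless failing retest; inactive means the rest, including hits failing retest or dose response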; further: some compounds called inactive have numbers as strong as hits; many of its hits are not listed in these tables
Target sequence (Q05BA5 1-1403): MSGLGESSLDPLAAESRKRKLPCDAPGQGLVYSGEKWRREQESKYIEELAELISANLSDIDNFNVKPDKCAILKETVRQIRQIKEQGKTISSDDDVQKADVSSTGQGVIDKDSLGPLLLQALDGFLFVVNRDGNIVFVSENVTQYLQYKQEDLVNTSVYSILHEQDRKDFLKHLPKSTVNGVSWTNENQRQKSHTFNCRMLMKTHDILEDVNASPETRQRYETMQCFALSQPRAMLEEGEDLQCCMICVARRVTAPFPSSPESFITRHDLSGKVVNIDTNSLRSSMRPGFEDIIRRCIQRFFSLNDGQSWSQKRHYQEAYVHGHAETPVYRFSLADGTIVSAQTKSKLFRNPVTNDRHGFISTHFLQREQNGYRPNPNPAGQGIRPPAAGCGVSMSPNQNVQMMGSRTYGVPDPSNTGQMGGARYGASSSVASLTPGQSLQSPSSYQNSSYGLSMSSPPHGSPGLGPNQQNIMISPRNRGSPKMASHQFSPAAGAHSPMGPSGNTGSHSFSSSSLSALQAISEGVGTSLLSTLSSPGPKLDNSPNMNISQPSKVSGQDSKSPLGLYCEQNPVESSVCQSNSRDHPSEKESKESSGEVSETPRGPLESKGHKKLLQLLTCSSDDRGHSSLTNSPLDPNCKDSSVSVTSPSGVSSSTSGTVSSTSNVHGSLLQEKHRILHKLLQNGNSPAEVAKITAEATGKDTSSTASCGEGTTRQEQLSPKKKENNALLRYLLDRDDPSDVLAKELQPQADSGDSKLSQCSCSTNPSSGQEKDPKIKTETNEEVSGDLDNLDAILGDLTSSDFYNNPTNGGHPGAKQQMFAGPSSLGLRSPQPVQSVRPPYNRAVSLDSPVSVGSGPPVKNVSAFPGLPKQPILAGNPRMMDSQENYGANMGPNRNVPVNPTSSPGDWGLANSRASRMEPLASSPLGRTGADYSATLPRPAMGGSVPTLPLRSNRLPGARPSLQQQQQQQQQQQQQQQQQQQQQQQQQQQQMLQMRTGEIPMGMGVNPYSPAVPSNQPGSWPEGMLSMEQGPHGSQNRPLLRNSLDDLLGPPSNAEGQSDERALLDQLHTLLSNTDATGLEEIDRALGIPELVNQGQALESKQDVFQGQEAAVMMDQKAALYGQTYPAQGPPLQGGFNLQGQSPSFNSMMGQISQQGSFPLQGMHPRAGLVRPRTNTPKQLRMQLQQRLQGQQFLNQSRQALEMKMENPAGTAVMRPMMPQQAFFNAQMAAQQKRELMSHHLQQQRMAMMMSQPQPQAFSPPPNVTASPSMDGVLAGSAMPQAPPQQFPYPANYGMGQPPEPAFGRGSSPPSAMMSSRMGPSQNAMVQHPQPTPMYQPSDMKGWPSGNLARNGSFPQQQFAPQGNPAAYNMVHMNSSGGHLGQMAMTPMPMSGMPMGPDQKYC
IDE cell inh: inhibitors of human insulin-degrading enzyme in cells; P14735; HEK cells, FAbetaB cleavage, fluorescence polarization; inhibition, % at 5.59 µM; actives 0.41% (n = 320,000); AID 434962;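 active means percent inhibition above the average of all tested compounds plus 3 SD, set per screening campaign, cut at about 16% in these data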;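 further: IDE supplied by intact live HEK cells; FP after avidin binding of uncleaved biotin substrate so inhibition keeps polarization high; 0% = DMSO wells and 100% = 60 µM reference IDE inhibitor Ii1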
GalR3 antagonist: blocks the human galanin receptor 3; O60755; HEK293 GalR3-CNG cAMP membrane potential fluorescence; galR3 body fused to GalR1 C-terminus; inhibition, % at 3 µM; actives 0.44% (n = 360,000);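 active means inhibition above the screen-wide average plus 3 SD, cut at about 13% in these data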;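 further: forskolin and galanin both at EC90 stimulate the cells; cAMP rise reported by CNG channel membrane potential dye signal; 0% = forskolin plus galanin with DMSO and 100% = forskolin alone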
* marks the source's active call; other numbers are inactive results; . = no result given; & = joins results of further samples.

SMILES	MEKK3 PB1 HTS	CRFR2-BP antag	PHOSPHO1 inh	CRFR2-BP ag	M4 PAM	IDE act	p-CIP stab down	IDE cell inh	GalR3 antagonist
CCC(=O)Nc1cc(C(=O)OCC(=O)c2ccccc2Cl)ccc1C	97	5	41	1.1	-3	1	-16	-3	-3
COCCCNC(=O)CCc1nc(-c2ccccc2)no1	92	3	10	-1.6	1	-1	5	3	1
Cc1ccc(C(=O)NCC2CCCO2)cc1S(=O)(=O)N1CCCCC1 (stereo unspecified)	101	3	12	3.2	-2	0	-5	-4	-3
O=C(CN1CCC(n2nnc3ccccc32)CC1)NCc1cccs1	96	-23	7	-1.4	3	-3	-4	-3	-2
O=C1NC(Cc2ccc(O)cc2)c2nc3ccc(F)cc3c(=O)n2-c2cc(Cl)ccc21 (stereo unspecified)	.	4	.	-1.5	2	-2	.	.	-6
CCN(CC)CCCN1C=C2C(=O)C(C)(OC(=O)C3CCCC3)C(=O)C(c3ccccc3)=C2C=C1CCCC(=O)OC (stereo unspecified)	97	2	18	7.7	0	4	0	-2	-5
CCOC(=O)c1cc(-c2ccccc2)sc1NC(=O)CSc1nnnn1C	106	10	21	-0.5	0	-13	1	1	-5
CSc1ccccc1NC(=O)CN(C)C(C)C(=O)NC(=O)NC1CCCCC1 (stereo unspecified)	.	-16	.	-0.4	-2	4	.	2	-5
COc1ccccc1CN1C(=O)CCC1(C)C(=O)NCc1cccnc1 (stereo unspecified)	100	20	-17	-0.3	2	6	-25	6	2
CCCNCc1nnc(-c2ccccc2Cl)o1	92	-10	7	-0.6	0	1	-7	1	-7
COc1ccccc1OCCCCNC(C)(C)C	96	-13	3	-0.9	6	1	-18	1	-8
Cc1nc(-c2ccccc2)sc1C(=O)Nc1ccc(S(N)(=O)=O)cc1	100	-11	24	-1.0	-6	-1	-5	0	-3
CSc1ncc(Cl)c(C(=O)C(C#N)c2nc3c(C)cc(C)cc3c(=O)[nH]2)n1 (stereo unspecified)	97	23	-6	-1.4	9	5	-7	-1	5
CCOc1ccc(NC(=O)CSc2ccc(-c3cccnc3)nn2)cc1	102	1	18	1.2	0	6	9	2	-3
CCc1ccc(/C=C2/C(=O)N(C)C(=S)N2CC(=O)OC)s1	96	15	8	-1.2	-2	2	-6	1	-5
O=C(CSc1nccn1-c1ccccc1)NCc1ccc2c(c1)OCO2	93	0	33	-3.7	-1	-7	6	6	-2
OC1CCN(Cc2cccc(Oc3ccccc3)c2)CC1	97	-21	-5	0.2	8	1	3	5	-3
COc1cc(C(=O)NS(=O)(=O)c2ccccc2C)ccc1Cc1cn(C)c2ccc(NC(=O)OC3CCCC3)cc12	100&103	.	-32	.	.	.	4	10	.
COc1ccc(N2CC(C(=O)NC3CCSC3=O)CC2=O)cc1 (stereo unspecified)	103	3	-7	0.8	4	4	-6	4	-4
CN(C)CCN(Cc1ccccc1)S(=O)(=O)c1ccc(-c2ccc(=O)[nH]n2)s1	105	-19	29	-1.7	-6	-3	0	-1	11
c1ccc(CCn2nnnc2CN2CCN(C3CCCC3)CC2)cc1	107	-10	14	-0.1	4	5	-2	-2	-5
COCCNC(=O)c1onc(CSc2ccccc2)c1C(=O)NCCOC	.	0	.	-1.0	-1	0	.	6	-8
COc1ccc(C(=O)N2CCN(CCc3ccccc3)CC2)cc1[N+](=O)[O-]	103	-4	38	0.4	0	2	-3	-2	7
COc1ccc(-c2cc(C(F)(F)F)nc(SCC(=O)Nc3cc(C)on3)n2)cc1	109	5	11	-1.2	0	1	-5	1	-1
Cn1c(N)c(C(=O)COC(=O)COc2ccc(Cl)cc2Cl)c(=O)n(C)c1=O	.	3	.	-1.0	4	-5	.	4	-6
CCOC(=O)C1=C(C(=O)OCC)c2ccc(OC)c(OC)c2C1	.	3	.	-1.7	9	7	.	.	-6
CCN1C(=O)[C@@H]2[C@H](C1=O)[C@@H]1C[C@H]3C(=O)N(CC)C(=O)[C@H]3[C@@H]3C1=C(C(=O)N1C(=O)OC(=NCC4CC4)[C@]31C)[C@@H]2C	99	4	40	-0.8	-1	-5	-7	9	-8
O=C(CN1C(=O)NC2(CCCCCCC2)C1=O)Nc1cccc(Br)c1	.	-26	.	1.4	-2	4	.	5	-4
O=C(c1ccccn1)N1CCN(S(=O)(=O)c2ccc3ccccc3c2)CC1	104	9	-12	0.0	-8	5	-12	-5	-5
Cc1cc(=S)[nH]c2c(C)cccc12	107	-16	98*	0.4	7	1	3	3	-4
O=C(NC(Nc1nc2ccc([N+](=O)[O-])cc2s1)(C(F)(F)F)C(F)(F)F)c1cccnc1	93	60*	-3	57*	-7	2	2	-11	52*
N/C(=N\c1nc(C(F)(F)F)cc(=O)[nH]1)Nc1ccc(Cl)cc1	107	.	-14	.	.	.	-2	2	.
CCOc1ccc(Cn2c(C)nc([N+](=O)[O-])c2SCC(O)CCl)cc1[N+](=O)[O-] (stereo unspecified)	109	17	8	-0.3	-1	4	6	1	1
O=C(NCCc1ccc(Cl)cc1)c1ccc2c(c1)OCO2	102	11	53	0.0	-1	3	0	-3	-3
CC(=O)c1c(OCC(=O)O)ccc2c(C)cc(=O)oc12	91	2	-9	-0.2	-5	2	4	3	-5
C/C(CC(=O)Nc1cc(Cl)ccc1Cl)=N\NC(=O)c1ccccc1Br	103	1	11	-0.8	-5	1	11	4	-6
CC(=O)Nc1ccc(-c2cc(NC(C)=O)n(-c3ccccc3)n2)cc1	100	10	18	-0.4	0	7	-12	-3	3
C=CCn1c(SCCC(=O)O)nc2c1c(=O)n(C)c(=O)n2C	84	22	-14	-0.9	5	-2	0	1	-1
CCOC(=O)c1cc2c(N)c(C(=O)c3ccc(Br)cc3)sc2[nH]c1=O	77	37	-117	-1.1	-1	-3	14	1	1
Nn1c(SCC(=O)Nc2nccs2)nnc1-c1ccco1	.	-7	.	-0.6	-7	-1	.	.	-2
C=CSc1sc(Cl)c(N2CCOCC2)c1[N+](=O)[O-]	106	-16	13	-1.5	11	2	-10	-4	8
CCN1C[C@@H]2[C@@H]3C(=O)N(Cc4ccccc4)C(=O)[C@@H]3[C@](Cc3ccccc3)(C1=O)N2C(=O)c1ccc(Cl)cc1	.	0	.	1.0	9	3	.	.	1
CC(=O)Nc1ccc(S(=O)(=O)NC(CC(=O)O)c2ccc(C)cc2)cc1 (stereo unspecified)	101	-1	11	0.1	-2	2	6	-3	-6
CN(C)CCP(=O)(c1ccccc1)c1ccccc1	96	8	4	0.5	4	5	9	0	-5
CCCNc1ncccc1C(N)=O	105	-4	9	0.4	1	5	1	4	1
CCOC(=O)c1sc(NC(=O)CSc2n[nH]c(CC(C)C)n2)nc1C	96	-20	-2	-1.0	-5	2	4	-4	-5
CCc1c(C)nc2cc(-c3cccc(Br)c3)[nH]n2c1=O	101	3	.	5.8	-3	4	9	-9	-5
CCOC(=O)c1cc(-c2ccccc2)sc1NC(=O)CSc1nncs1	103	12	-6	-1.3	-4	-3	2	3	5
OCCCN1c2ccccc2Nc2nnc(-c3ccccc3)cc21	103	-40	7	-1.3	-2	5	-18	-2	-3
Cc1cccc2cc(CN(Cc3cccs3)C(c3nnnn3C3CCCC3)C(C)C)c(=O)[nH]c12 (stereo unspecified)	100	-2	17	1.3	4	-7	-6	.	-2
Next part.
SMILES	MEKK3 PB1 HTS	CRFR2-BP antag	PHOSPHO1 inh	CRFR2-BP ag	M4 PAM	IDE act	p-CIP stab down	IDE cell inh	GalR3 antagonist
C=CCc1ccc(OCCOCCNCCOC)c(OC)c1	107	-15	3	2.0	-1	3	-6	3	-1
Cc1ccc(OCC(=O)OCC(=O)NC2CC2)cc1C	.	2	.	-1.3	8	3	.	1	0
COc1ccccc1OCC(=O)NCCS(=O)(=O)N1CCN(c2ccccc2)CC1	.	1	.	0.1	9	4	.	2	3
CC(=O)c1cccc(NC(=O)CN2C=NS(=O)(=O)c3ccc(C)cc32)c1	102	5	42	-0.3	1	2	1	1	-8
CC(C)c1nc2oc3c(=O)[nH]cnc3c2c2c1CCC2	104	-21	3	0.6	-1	5	-9	5	-1
CCOC(=O)C(C(=O)OCC)C(Nc1cccc(Br)c1)c1ccccc1 (stereo unspecified)	96	1	19	0.6	4	0	1	2	0
O=C1c2cccnc2C(O)N1Cc1cccs1 (stereo unspecified)	101	15	18	-0.3	7	2	-4	0	-9
Cc1cnc(C(=O)OCC(=O)Nc2cc(-c3cc(C)c(C)cc3C)nn2-c2ccccc2)cn1	.	-1	.	0.6	7	-2	.	-1	-2
COC(=O)c1sccc1NC(=O)c1c(F)c(F)c(F)c(F)c1F	.	42	.	0.4	0	.	.	2	-6
COc1cc(C(=O)NC(=S)Nc2ccc3[nH]c(=O)[nH]c3c2)cc(OC)c1OC	102	-4	32	-0.5	0	2	12	3	-3
COC(=O)C1=CN(C2CC2)C=C(C(=O)OC)C1c1ccc(C(=O)OC)cc1	103	12	-3	-1.8	18	1	4	0	-2
CCOC(=O)C1=C(C)OC(N)=C(C#N)C1c1cc(C)sc1C (stereo unspecified)	103	-10	-1	0.4	9	-1	-13	0	1
O=C1CC(c2ccccc2)Cc2nc(N3CCc4ccccc4C3)ncc21 (stereo unspecified)	95	-23	12	3.4	7	3	3	-5	-2
COc1ccc(NC(=O)COC(=O)CNS(=O)(=O)c2ccc(C)cc2)c(OC)c1	96	1	-2	0.6	3	6	0	2	-1
COc1cc(C(=O)N2CCN(c3ccccc3)CC2)c([N+](=O)[O-])cc1OC	102	1	-16	3.5	-5	-2	-9	9	-7
COc1cc(Cl)ccc1OCc1cc(C(=O)N2CCC(N(C)C)C2)no1 (stereo unspecified)	100	3	16	1.1	0	-12	-4	6	-5
COc1ccc(OC)c(CN2CCN(C(=O)CNC(=O)c3ccccc3F)CC2)c1	.	-6	.	-2.4	-4	3	.	0	-2
Cc1cccc(NC(=O)C2c3ccccc3C(=O)N3CCc4ccccc4C23)n1 (stereo unspecified)	97	11	10	2.3	6	-7	-18	2	-5
CC1Nc2ncnc(N3CCc4ccccc4C3)c2N(Cc2ccc(Br)cc2)C1=O (stereo unspecified)	.	-25	.	6.0	-8&-14	-8	.	6	0
COc1cccc(-c2ccc(=O)n(CC(=O)Nc3cc4c(cc3NC(C)=O)OCCO4)n2)c1	101	-4	-7	0.3	-2	-1	-1	10	.
c1csc(-c2nnc(NC3CCCCC3)c3ccccc23)c1	104	5	1	-1.6	2	6	-5	6	-7
Cc1ccc(C)c(N2CCN(S(=O)(=O)c3c(C(=O)N4CCCCC4)c(C)n(C)c3C)CC2)c1	98	24	38	-0.4	-6	0	-2	-3	-5
c1ccc(-c2csc(Nc3cccnc3)n2)cc1	102	-10	4	-7.3	8	-3	-14	7	2
CN(CCc1ccccc1)C(=O)CC1C(=O)NCCN1Cc1ccccn1 (stereo unspecified)	.	-4	.	5.0	4	.	.	.	-6

A second format for 3 compounds above:
| Structure | MEKK3 PB1 HTS | CRFR2-BP antag | PHOSPHO1 inh | CRFR2-BP ag | M4 PAM | IDE act | p-CIP stab down | IDE cell inh | GalR3 antagonist |
| --- | --- | --- | --- | --- | --- | --- | --- | --- | --- |
| O=C1CC(c2ccccc2)Cc2nc(N3CCc4ccccc4C3)ncc21 (stereo unspecified) | 95 | -23 | 12 | 3.4 | 7 | 3 | 3 | -5 | -2 |
| COc1ccc(NC(=O)COC(=O)CNS(=O)(=O)c2ccc(C)cc2)c(OC)c1 | 96 | 1 | -2 | 0.6 | 3 | 6 | 0 | 2 | -1 |
| COc1cc(C(=O)N2CCN(c3ccccc3)CC2)c([N+](=O)[O-])cc1OC | 102 | 1 | -16 | 3.5 | -5 | -2 | -9 | 9 | -7 |
